Source: PubChem
697 NFkB inh: lowers PMA/ionomycin-induced NF-kB signal in 697 B cells; AID 435022; 330,000 compounds, 0.33% hits; 697 B-cell NF-kB luciferase reporter, 16 h; inhibition, % at 4 µM; in the data active = inhibition above about 35%
CCR6 antagonist: CCR6 (human) receptor antagonism. 340,000 compounds, 0.49% hits. P51684. AID 493098. inhibition, % at 20 µM. CHO-K1 CCR6 PathHunter beta-arrestin, luminescence, CCL20-stimulated;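 active = compounds whose inhibition of the agonist-driven luminescence signal at 20 µM reaches about 50%, limit read from the data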;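 also: cells stimulated with CCL20 at 14 nM final; plate controls were DMSO with CCL20 for no effect and DMSO without agonist for full effect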
Jurkat NFkB inh: inhibitors of the PMA/ionomycin-induced NF-kB reporter in Jurkat cells | PMA/ionomycin-induced NF-kB luciferase reporter, luminescence | inhibition, % at 4 µM | 330,000 compounds, 0.53% hits | AID 435003; in the data active = inhibition above about 50%
Mdm2 MdmX PPI: inhibitors of human Mdm2/MdmX interaction; O15151+Q00987; SaOS-2 split-luciferase Mdm2/MdmX complementation, luminescence; 330,000 compounds, 3% hits; AID 485346; inhibition, % at 8 µM;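 active = inhibition of at least 50% at 8 µM in the primary screen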
Target sequence (O15151 whole entry, looked up): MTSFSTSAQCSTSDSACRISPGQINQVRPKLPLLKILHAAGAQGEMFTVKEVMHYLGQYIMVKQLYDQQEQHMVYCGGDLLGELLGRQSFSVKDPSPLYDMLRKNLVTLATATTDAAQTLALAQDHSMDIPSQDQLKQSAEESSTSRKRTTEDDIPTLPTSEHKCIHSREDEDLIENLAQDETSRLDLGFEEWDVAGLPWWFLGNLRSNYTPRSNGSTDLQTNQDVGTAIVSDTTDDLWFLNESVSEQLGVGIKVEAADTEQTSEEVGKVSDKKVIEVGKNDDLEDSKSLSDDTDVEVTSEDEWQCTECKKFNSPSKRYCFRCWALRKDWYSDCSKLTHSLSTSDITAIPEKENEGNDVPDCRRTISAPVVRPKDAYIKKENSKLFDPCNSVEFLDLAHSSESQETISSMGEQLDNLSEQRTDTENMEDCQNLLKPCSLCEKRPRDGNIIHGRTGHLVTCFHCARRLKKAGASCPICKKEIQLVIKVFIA
Target sequence (Q00987 whole entry, looked up): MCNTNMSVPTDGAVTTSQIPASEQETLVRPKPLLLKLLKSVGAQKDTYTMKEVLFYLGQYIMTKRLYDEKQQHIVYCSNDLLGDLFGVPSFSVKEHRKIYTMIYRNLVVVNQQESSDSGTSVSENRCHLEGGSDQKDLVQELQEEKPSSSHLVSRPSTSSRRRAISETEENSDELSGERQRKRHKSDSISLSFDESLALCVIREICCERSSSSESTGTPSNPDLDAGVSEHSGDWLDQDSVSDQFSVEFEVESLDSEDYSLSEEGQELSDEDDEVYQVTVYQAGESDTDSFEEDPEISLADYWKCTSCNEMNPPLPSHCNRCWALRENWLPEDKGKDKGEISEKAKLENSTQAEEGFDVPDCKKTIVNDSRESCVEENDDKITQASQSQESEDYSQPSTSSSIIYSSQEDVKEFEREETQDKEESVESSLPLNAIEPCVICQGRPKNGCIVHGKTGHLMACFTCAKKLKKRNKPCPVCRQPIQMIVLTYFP
Gli-Sufu antag: Gli-Sufu pathway antagonism; Sufu-KO-LIGHT fibroblasts, Gli luciferase reporter luminescence; inhibition, % at 5 µM; 340,000 compounds, 0.74% hits;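 active = inhibition above about 55%, limit read from the data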;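 also: 0% = DMSO-treated cells and 100% = wells with medium but no cells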
EBI2 antag: EBI2 (human) antagonism. 360,000 compounds, 0.81% hits. EBI2 beta-arrestin recruitment, luminescence, 7a,25-OHC stimulated. inhibition, % at 5 µM. P32249; in the data active = inhibition above about 38%;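 also: enzyme fragment complementation signal reports receptor beta-arrestin coupling in cells; 0% = agonist plus DMSO wells and 100% = wells without agonist; some results beyond the cut were filed as inactive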
XBP1 UPR activ: activators of adaptive arm of unfolded protein response (XBP1); CHO-XBP1 luciferase reporter, IRE1-XBP1 UPR activation, luminescence; percent of tunicamycin response, DMSO as zero; activation, % at 20 µM; 330,000 compounds, 0.33% hits; AID 463104;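 active = versus positive control, 20 µM dose yields 30% or more activation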;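 also: 100% = tunicamycin at 10 µg/mL and 0% = DMSO only wells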
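Material – CHO cell line with stable XBP1 luciferase reporter · Buffer or medium – F12 plus 10% FBS · Compound – single point, 20 µM final compound, 1% DMSO · Schedule – 16-18 h cell attachment at 37 °C, then 6 h compound exposure · Signal – Steady-Glo luminescence read · Benchmarks – high control tunicamycin 10 µg/mL final, low control DMSO vehicle only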
UPR CHOP act: activators of apoptotic arm of unfolded protein response (CHOP). CHO-CHOP luciferase reporter, UPR activation, luminescence; percent of tunicamycin response over DMSO baseline. activation, % at 10 µM. 330,000 compounds, 0.34% hits;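 active = at 10 µM dose, activation of 40% or more, normalized to positive control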;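 also: 100% = tunicamycin at 10 µg/mL and 0% = DMSO alone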
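Evaluation: % reporter activation, DMSO baseline versus tunicamycin full activation; System: CHO-CHOP luciferase reporter cell line; Input: 500 cells/well; Incubation: 6 h compound treatment, 37 °C; Measured by: Steady-Glo luciferase luminescence; Dosing: one dose, 10 µM in 0.5% DMSO; Buffer or medium: F12 medium, 10% FBS; Benchmarks: positive tunicamycin 10 µg/mL, negative DMSO alone.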
CXCR6 block: blocks human CXCR6 beta-arrestin recruitment; O00574; CHO-K1 PathHunter CXCR6 beta-arrestin, luminescence; inhibition, % at 20 µM; 360,000 compounds, 0.36% hits; AID 602244; in the data active = inhibition above about 34%, passing the limit was not always enough;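 also: antagonist mode with CXCL16 agonist at 10 nM final; 0% = 10 nM CXCL16 with DMSO and 100% = unstimulated wells without agonist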
Numbers without * were called inactive; · = no result given.

SMILES	697 NFkB inh	CCR6 antagonist	Jurkat NFkB inh	Mdm2 MdmX PPI	Gli-Sufu antag	EBI2 antag	XBP1 UPR activ	UPR CHOP act	CXCR6 block
O=S(=O)(Nc1ccc(-n2cnnn2)cc1)c1ccc(Cl)s1	-1	0	4	-6	-1	-16	1	-0.6	-1
O=C(Nc1cccc(Br)c1)c1ccccc1-c1ccccc1	1	20	4	18	7	10	-1	2.0	1
CC12CCC(C(=O)N(NC(=O)c3cccnc3)C1=O)C2(C)C (stereo not drawn)	-5	11	2	-53	7	-7	0	0.8	-3
CCOc1ccc(NC(=O)c2ccccc2NC(=O)CN(C)CC(=O)Nc2ccc(C)cc2)cc1	-2	-8	13	-1	-14	3	5	1.0	11
Cc1ccc2oc(=O)c3cnn(CC(=O)Nc4ccccc4N4CCN(C)CC4)c3c2c1	5	13	19	30	-8	-7	-3	1.9	0
CC(NC(=O)COc1ccccc1)C(=O)N1CCN(c2ccc(F)cc2)CC1 (stereo not drawn)	3	9	-9	12	-5	-3	3	4.9	4
CCOC(=O)C1=C(c2ccccc2)Nc2ncnn2C1c1cccc(O)c1 (stereo not drawn)	11	17	-3	-22	0	3	-1	1.5	8
COc1ccc(C(F)(F)F)cc1N/C=C\c1nnnn1-c1ccccc1	24	5	10	20	-1	19	2	-0.3	4
COC(=O)C1=C(CSc2nccn2C)NC(=O)NC1c1cc(C)ccc1C (stereo not drawn)	15	-5	2	-21	4	-8	0	0.6	0
COC(=O)C(NC(=O)c1ccccc1)=C1C=C(C)OC(C)=C1	15	-15	11	0	6	14	2	-1.6	-4
COc1ccc(Br)cc1/C=C/c1ccc2cccc(O)c2n1	-14	38	-2	51*	12	-10	4	5.9	28
CCOC(=O)/C=C1\NC(=O)C(C)S1 (stereo not drawn)	17	-1	1	19	-1	-10	0	-2.7	6
Cc1cc(C)cc(OCCCOc2cccc3cccnc23)c1	-11	36	3	19	-10	23	-3	-0.8	20
CCOc1ccc(N2C(=O)CC(SCCN)C2=O)cc1 (stereo not drawn)	-52	-3	-70	-21	-71	-8	2	1.4	-12
Cc1cc(=O)oc2ccc(OCC(=O)N3CCC(C)CC3)cc12	0	-4	-3	18	-1	1	1	-0.4	-4
Cc1c(O)c(S(=O)(=O)c2ccccc2)c(=O)n(-c2ccccc2)c1-c1ccccc1	-30	-9	-10	21	-1	-4	-2	2.6	-6
O=C(CCC(=O)NCCCc1ccccc1)NCCCc1ccccc1	4	4	22	28	-13	-6	-1	3.1	-6
O=C1C(NS(=O)(=O)c2ccccc2)=C(N2CCN(c3ccc(F)cc3)CC2)C(=O)c2ccccc21	-2	25	-16	18	-1	-18	-1	2.8	15
COc1ccccc1CNC(=O)C1CC(c2ccccc2[N+](=O)[O-])=NO1 (stereo not drawn)	5	-3	1	14	-13	-1	0	0.1	-1
COc1ccccc1CCC(=O)OCC(=O)N1c2ccccc2NC(=O)C1(C)C	2	0	3	-6	1	-4	0	0.6	0
Cc1cc(C)n(C(=O)c2ccc([N+](=O)[O-])cc2[N+](=O)[O-])n1	-25	-6	30	28	-7	-22	1	-1.0	-13
COc1ccc(/C=C/C(=O)CC(O)(c2ccccc2)C(F)(F)F)cc1 (stereo not drawn)	-15	3	7	7	3	8	-2	2.3	-6
CCC(C)(C)C1CCc2[nH]nc(C(=O)NCCCNC(=O)OC(C)(C)C)c2C1 (stereo not drawn)	-42	-1	1	25	2	7	-1	-1.4	-6
CC(CC(=O)N(C)CC(=O)Nc1ccc(N2CCOCC2)cc1)c1ccccc1 (stereo not drawn)	8	12	31	-14	2	3	-2	-0.4	12
CC(C)Cn1c(N)c(C(=O)COC(=O)CCNS(=O)(=O)c2ccccc2)c(=O)n(C)c1=O	5	6	-4	8	1	-5	-5	-0.9	-6
SMILES	697 NFkB inh	CCR6 antagonist	Jurkat NFkB inh	Mdm2 MdmX PPI	Gli-Sufu antag	EBI2 antag	XBP1 UPR activ	UPR CHOP act	CXCR6 block
O=C(COc1ccc(Cl)cc1Cl)NC(=S)Nc1ccccc1C(=O)O	-57	·	-14	-15	·	·	-3	-2.5	·
O=C1c2ccccc2C(=O)N1CCCCCc1nc(-c2ccccc2)no1	-9	6	1	5	6	-4	-5	-0.3	2
O=C(CCC1CCCC1)Nc1cc(C(F)(F)F)ccc1N1CCOCC1	7	19	-1	17	11	13	-1	1.0	-2
COc1ccc(CNC(=O)C(c2ccc(C)o2)N(C(=O)c2csnn2)c2ccc(C(C)C)cc2)cc1 (stereo not drawn)	16	-2	-8	28	-20	9	-7	-0.2	18
COc1ccc(NC(=S)N2CCCC(c3nc4ccc(C)cc4[nH]3)C2)cc1 (stereo not drawn)	0	3	-8	-10	21	17	1	-0.5	-6
COc1cc(NC(=O)COC(=O)CCCC2=NS(=O)(=O)c3ccccc3N2)cc(OC)c1	10	34	-16	14	-11	-10	-2	-1.3	-3
COc1ccc2oc(C(=O)NCC3CCCO3)c(C)c2c1 (stereo not drawn)	-58	8	-66	-25	-63	0	-1	2.3	0
O=C(Nc1cc(S(=O)(=O)N2CCCCCC2)ccc1OCC(F)(F)F)c1cnccn1	3	9	-5	19	3	2	-2	-1.1	5
COc1ccc(CNC2CCCc3ccccc32)cc1OC (stereo not drawn)	5	-2	2	-3	-3	-4	0	0.0	-16
CCN(CC)c1nc2ccccc2n(Cc2cccc(OC)c2)c1=O	-5	29	-13	-12	-1	10	1	0.1	-4
CC1=CC2=NC(=O)/C(=C\c3cc(C)n(-c4ccccc4F)c3C)C(=N)N2O1	-17	5	-7	18	-12	10	11	0.4	-6
CCCCc1nc(SCC(=O)N2CCCC2)c2c(=O)n(C)c(=O)n(C)c2n1	-14	19	13	-1	-9	-6	-6	0.6	-3
Cn1nc(C(F)(F)F)c(-c2ccccc2)c1NC(=O)c1cccnc1	9	5	12	18	5	5	-5	-0.7	6
O=C(OCn1nnc2ccccc2c1=O)C1CCN(S(=O)(=O)c2cccs2)CC1	-3	-2	-1	-14	4	-3	-2	-0.9	7
CC(C)c1nnc(N2C(=O)C(O)=C(C(=O)c3cccs3)C2c2ccccc2)s1 (stereo not drawn)	·	24	·	·	-4	4	·	·	12
O=C(CCl)Nc1cn(-c2ccccc2)nc1-c1ccccc1	-17	-15	6	75*	-4	5	-5	5.9	-4
CCC(=O)N1N=C(c2cccc(NS(C)(=O)=O)c2)CC1c1cccs1 (stereo not drawn)	17	7	15	-6	4	-9	-1	0.5	-12
CCNc1nc(NCC)nc(SCCOC(=O)c2ccccc2)n1	-10	-2	3	-17	2	-20	1	2.7	2
Cc1cccc(C)c1NC(=O)[C@@]1(CC(=O)O)CC(/C=C/c2ccccc2)=NO1	·	4	·	·	8	-4	·	·	1
CC(=NNC(=O)c1cccs1)c1ccc2c(c1)OCCO2	-85	0	-17	-94	-55	19	11	5.7	0
CCCNC(=O)C1(CC2CC(c3ccccc3)=NO2)CCN(C(=O)Cc2ccc(F)cc2)CC1 (stereo not drawn)	18	-5	-6	-13	-2	-5	0	-0.4	-2
COc1cc(NS(=O)(=O)c2ccc(NC(=O)Cc3ccccc3)cc2)nc(OC)n1	10	8	1	-3	22	10	-3	0.3	-2
CCOC(=O)CNC(=O)C(CC(C)C)NC(=O)C1CCCCC1 (stereo not drawn)	6	-8	2	26	-5	-6	-1	-0.6	3
CCOC(=O)C1(C(C)(C)CC)CC(CSc2nc3ccccc3[nH]2)OC1=O (stereo not drawn)	-49	18	-20	4	14	-1	-3	-2.2	-12
O=C(COc1ccccc1/C=C\c1nc(O)c([N+](=O)[O-])c(=O)[nH]1)Nc1ccccc1	·	16	·	·	-3	6	·	·	7
SMILES	697 NFkB inh	CCR6 antagonist	Jurkat NFkB inh	Mdm2 MdmX PPI	Gli-Sufu antag	EBI2 antag	XBP1 UPR activ	UPR CHOP act	CXCR6 block
CCOc1ccc(N2CC(C(=O)Nc3cc(S(=O)(=O)N4CCCCC4)ccc3C)CC2=O)cc1 (stereo not drawn)	4	-1	3	13	16	-1	0	1.1	3
Cc1cccc(NC(=O)c2ccc(S(=O)(=O)N3CCOCC3)cc2)c1C	20	3	3	2	-6	-3	4	0.5	8
CCc1nc(N2CCN(CC(=O)NCC3CCCO3)CC2)c(C#N)c2c1COC(C)(C)C2 (stereo not drawn)	-30	4	11	20	9	-6	-2	-0.3	-7
CCC(C)[C@H](NC(=O)C1CC(=O)N(c2ccc(OC)cc2)C1)C(=O)N1CCCCC1 (stereo partly drawn)	15	9	10	4	-1	-2	-5	-1.5	-2
COc1ccc(NS(=O)(=O)c2ccc(OC)c(NC(=O)CCC3CCCC3)c2)cc1	3	19	0	3	7	6	-5	1.2	-1
COc1ccc(-c2nn(-c3ccccc3)cc2C(=O)N(C)CC(=O)Nc2cccc(F)c2)cc1	10	8	-18	10	·	14	-1	-1.2	10
Cn1nc(C(C)(C)C)c([N+](=O)[O-])c1C(=O)NC1CCCCC1	14	12	-8	11	-12	-12	3	0.0	-4
Cc1cc(C)n(-c2ccc(NC(=O)C3CCCCN3C(=O)c3cccs3)cc2)n1 (stereo not drawn)	-8	3	-17	12	-1	-1	0	-0.1	12
O=[N+]([O-])c1cccc(/C=N/n2c(-c3cccnc3)n[nH]c2=S)c1	10	16	-3	35	1	13	1	3.6	-6
CCCCCCNC(=O)CCNS(=O)(=O)c1ccc(C)cc1	9	16	-1	16	2	-4	2	-1.8	-4
Cc1cc2nc3n(c2cc1C)CC1CC(C(=O)NCc2ccco2)N(C)C31 (stereo not drawn)	8	5	12	1	1	2	1	-1.6	-5
COC(=O)c1ccc(N2CCN(C)CC2)c(NC(=O)c2ccc(Br)o2)c1	2	11	0	1	21	0	-2	1.4	-2
CCCCc1cc(=O)oc2c(C)c(OCC(=O)N3C[C@H]4C[C@@H](C3)c3cccc(=O)n3C4)ccc12	23	1	12	9	7	4	-3	2.6	0
O=C(/C=C/c1cccc([N+](=O)[O-])c1)N1CCOCC1	13	-11	-3	18	-7	-7	-1	0.0	1
CNc1nc(-c2ccccc2)[n+](-c2ccc(C)cc2)s1	·	41	·	·	-11	2	·	·	3
CC(C)c1nc2cc(C(=O)NC(C)c3cnn(C)c3)ccc2o1 (stereo not drawn)	2	2	13	-16	-13	1	-1	1.1	10
O=C(COC(=O)C1CC2CCCC(C1)C2=O)c1cccc(Br)c1 (stereo not drawn)	19	28	7	-8	-5	8	0	3.9	14

6 consecutive entries already listed, quoted:
SMILES	697 NFkB inh	CCR6 antagonist	Jurkat NFkB inh	Mdm2 MdmX PPI	Gli-Sufu antag	EBI2 antag	XBP1 UPR activ	UPR CHOP act	CXCR6 block
CCOc1ccc(N2CC(C(=O)Nc3cc(S(=O)(=O)N4CCCCC4)ccc3C)CC2=O)cc1 (stereo not drawn)	4	-1	3	13	16	-1	0	1.1	3
Cc1cccc(NC(=O)c2ccc(S(=O)(=O)N3CCOCC3)cc2)c1C	20	3	3	2	-6	-3	4	0.5	8
CCc1nc(N2CCN(CC(=O)NCC3CCCO3)CC2)c(C#N)c2c1COC(C)(C)C2 (stereo not drawn)	-30	4	11	20	9	-6	-2	-0.3	-7
CCC(C)[C@H](NC(=O)C1CC(=O)N(c2ccc(OC)cc2)C1)C(=O)N1CCCCC1 (stereo partly drawn)	15	9	10	4	-1	-2	-5	-1.5	-2
COc1ccc(NS(=O)(=O)c2ccc(OC)c(NC(=O)CCC3CCCC3)c2)cc1	3	19	0	3	7	6	-5	1.2	-1
COc1ccc(-c2nn(-c3ccccc3)cc2C(=O)N(C)CC(=O)Nc2cccc(F)c2)cc1	10	8	-18	10	·	14	-1	-1.2	10
